High-throughput results as filed in PubChem BioAssay.
Abeta yeast res = restores growth of yeast expressing A-beta42 peptide; Potency, µM (highest dose often 46.1 µM), without a hit: at the highest dose growth rescue, hits mostly activators; 410,000 compounds, 0.063% hits; yeast expressing A-beta42, growth rescue, OD600, 48 h; response scale: 0% DMSO, 100% iron-clioquinol control; further: potency means the concentration at half of the fitted maximal effect; nearly all actives have a fitted effect of over 55% in size
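Yeast A-beta toxicity model in growth medium with pinned compounds, 48 h at 30 C; growth read as absorbance at 600 nm. Normalized to FeCl3/clioquinol equimolar mix (positive) and DMSO (negative).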
IL2 activator = activates IL-2 in a cell-based reporter assay; IL-2 activation reporter assay, cell-based qHTS; stimulated with anti-CD3/CD4/CD28 beads; in transgenic mouse T cells; activation, % (series mostly up to about 46 µM); 360,000 compounds, 0.065% hits; AID 652025; in the data active means activation above about 50%; inconclusive means mostly about 30% to 49%; further: 0% is about no effect
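EGFP and DsRed fluorescence is measured by plate cytometry in unstimulated transgenic mouse T cells exposed to compound for 60 minutes, then stimulated 18 hours at 37 degrees C with anti-CD3/anti-CD4 beads plus anti-CD28.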
PI5P4Ka inh = PI5P4K alpha (human) kinase inhibition; P48426; PI5P4Kalpha enzyme, ADP-Glo luminescence, 60 min; active compounds read low; max response, %; 330,000 compounds, 1.2% hits; active means max response of -50% or lower; inconclusive means between -30% and -50%; inactive means -30% or higher; further: value at the top dose of about 77 µM; on the % scale 0 is the no-effect control and ±100 the full control effect
Target sequence (P48426 whole entry, looked up): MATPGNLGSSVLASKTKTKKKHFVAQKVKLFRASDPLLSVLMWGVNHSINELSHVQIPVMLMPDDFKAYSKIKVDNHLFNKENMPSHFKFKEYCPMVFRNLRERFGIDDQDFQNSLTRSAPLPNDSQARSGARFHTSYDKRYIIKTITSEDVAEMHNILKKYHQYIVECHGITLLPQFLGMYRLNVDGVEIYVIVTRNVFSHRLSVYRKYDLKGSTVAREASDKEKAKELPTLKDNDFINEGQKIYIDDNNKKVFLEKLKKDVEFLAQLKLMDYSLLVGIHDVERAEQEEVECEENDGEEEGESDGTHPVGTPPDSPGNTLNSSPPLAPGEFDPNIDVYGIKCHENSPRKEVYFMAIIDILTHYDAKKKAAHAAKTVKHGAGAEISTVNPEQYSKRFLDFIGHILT
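ADP-Glo luminescence end-point after a 60 min room-temperature kinase reaction. PI5P4Kalpha and substrate in HEPES pH 7.4 buffer with EGTA, 0.1% CHAPS and 5% DMSO; ATP at 5 microM final.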
EPAC1 antag = antagonists of human EPAC1 | Potency, µM (series often up to 115 µM), without a hit: at the highest dose activity change, negative = inhibition, usual class: inhibitors | 360,000 compounds, 0.14% hits | O95398 | EPAC1 GEF assay, Rap1b-BODIPY-GDP exchange fluorescence;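 further: potency means the concentration at half of the fitted maximal effect; plate controls were vehicle for no effect and positive control for full effect; nearly all actives have a fitted effect of over 50% in size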
FUS suppressor = rescues growth of FUS-expressing yeast; Potency, µM (doses to about 76.6 µM), for the others: at the highest dose growth rescue (activation), most hits filed as activators; S. cerevisiae FUS-expressing, growth rescue, OD600, 24 h; 390,000 compounds, 0.24% hits;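 further: potency means the concentration at half of the fitted maximal effect; plate controls were DMSO vehicle for no effect and reference control for full effect; nearly all actives have a fitted effect of over 55% in size; some results filed as inactive show a strong effect at the top dose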
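Absorbance at 600 nm, taken 24hr after compound addition, measured rescue of FUS-yeast growth at 30C. Induction used 2% galactose with seeding at OD 0.005. Controls: CP55940 from 92uM final, DMSO only.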
WRN inhibitor = blocks human WRN helicase; WRN helicase unwinding, fluorescent forked duplex, kinetic; Potency, µM (doses to about 114 µM), without a hit: top-dose activity change, negative = inhibition, most hits filed as inhibitors; 360,000 compounds, 0.46% hits; Q14191; further: potency means the concentration at half of the fitted maximal effect; on the % scale 0 is the no-effect control and ±100 the full control effect; nearly all actives have a fitted effect of over 55% in size
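WRN at 20 nM final preincubated with compound 15 min at room temperature; reaction started with 100 nM fluorophore/quencher forked duplex oligonucleotide and 2 mM ATP final. Unwinding followed kinetically by red fluorescence (ex 525, em 598 nm).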
EPAC1 agonist = activates human EPAC1 exchange factor. AID 720707. Potency, µM (titrated, usually from 154 µM), without a hit: at the highest dose activation, hits mostly activators. O95398. 360,000 compounds, 0.073% hits. EPAC1 agonist qHTS, biochemical assay; response scale: 100% = response to 6.5 mM cAMP; further: potency means the concentration at half of the fitted maximal effect; nearly all actives have a fitted effect of over 60% in size
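Multi-concentration qHTS readout: loss of Rap1B-bound BODIPY-GDP fluorescence driven by 100 nM EPAC1 with excess GDP (50 uM), monitored kinetically at room temperature; agonist response expressed relative to 6.5 mM cAMP.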
PLK1 PBD inh = blocks phosphopeptide binding to human PLK1 polo-box domain; AID 720504; P53350; Plk1 PBD binding of FITC phosphopeptide, fluorescence polarization; 360,000 compounds, 2.8% hits; Potency, µM, for the others: max response, negative = inhibition, actives largely listed as inhibitors; further: potency means the concentration at half of the fitted maximal effect; series mostly up to about 57 µM; on the % scale 0 is the no-effect control and ±100 the full control effect; nearly all actives have a fitted effect of over 65% in size
Target sequence (P53350 whole entry, looked up, the tested form may be a part): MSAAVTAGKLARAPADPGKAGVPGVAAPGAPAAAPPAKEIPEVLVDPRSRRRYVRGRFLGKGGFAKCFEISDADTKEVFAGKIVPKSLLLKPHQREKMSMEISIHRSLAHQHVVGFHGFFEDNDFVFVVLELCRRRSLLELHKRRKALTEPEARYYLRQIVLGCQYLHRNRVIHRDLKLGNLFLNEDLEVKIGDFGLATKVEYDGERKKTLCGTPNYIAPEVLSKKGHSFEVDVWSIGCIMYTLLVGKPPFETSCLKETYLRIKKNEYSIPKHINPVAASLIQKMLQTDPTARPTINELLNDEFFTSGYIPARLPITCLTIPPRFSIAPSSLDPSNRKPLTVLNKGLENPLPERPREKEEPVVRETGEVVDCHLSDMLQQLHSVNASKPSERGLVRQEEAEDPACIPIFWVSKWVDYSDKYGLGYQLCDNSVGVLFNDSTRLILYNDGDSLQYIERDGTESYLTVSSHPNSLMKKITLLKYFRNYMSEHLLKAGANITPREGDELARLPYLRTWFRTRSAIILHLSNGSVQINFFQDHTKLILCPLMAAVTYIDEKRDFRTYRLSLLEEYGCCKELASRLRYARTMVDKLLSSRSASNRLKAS
The depositor's hits bear a star; ? = inconclusive; nt = no result given; [ ] = another dose, or the depositor's remark. Unless noted, the call rests on the fitted dose curve; in most records, active means well fitted curve in the direction sought with a large enough effect; inconclusive means small, poorly fitted or top-dose-only effect, or another doubt; inactive means no such curve, though single readings can be large; an effect the other way counts as inactive or inconclusive.

canonical_smiles	Abeta yeast res	IL2 activator	PI5P4Ka inh	EPAC1 antag	FUS suppressor	WRN inhibitor	EPAC1 agonist	PLK1 PBD inh
COc1ccc(N2C(=O)/C(=C/c3ccc(C)o3)C(=O)NC2=S)c(OC)c1	6%	-1.1	?	-23%	3%	?	15%	11µM*
CCC1C(c2ccccc2)NC(c2ccccc2)CC1(O)c1ccc(F)cc1 (configuration not stated)	24%	-0.8	4	-20%	17%	-11%	6%	-2%
COc1cc(CN2CCN(C(=O)COc3ccccc3)CC2)cc(OC)c1OC	-2%	-0.5	5	2%	12%	-20%	-3%	1%
OC1(c2ccc(F)cc2)CC2CCC(C1)N2Cc1nnnn1C1CCCC1 (configuration not stated)	12%	-2.4	nt	18%	16%	0%	-7%	-1%
Cc1cccc(C)c1-n1nnnc1C(C1CC1)N1CCC2(CC1)C(=O)NCN2c1ccccc1 (configuration not stated)	-8%	-0.5	1	-12%	30%	-2%	-8%	-2%
CCCc1[nH][nH]c(=O)c1C(c1ccccc1)C(C#N)C#N (configuration not stated)	?	-0.8	-50*	12%	2%	-17%	-8%	12µM*
CCCNC(=O)c1c(N)n(CC2CCCO2)c2nc3ccccc3nc12 (configuration not stated)	25%	-0.1	6	-21%	?	-13%	-3%	?
CN1[C@@H]2CC[C@H]1CC(OC(=O)C1C=Nc3ccccc31)C2 (some centres not stated)	-6%	-0.4	5	-18%	-28%	-1%	-13%	-16%
CN1CCc2nc3sc(C(=O)NC4CC4)c(N)c3cc2C1	1%	-1.1	4	6%	-14%	-2%	9%	-1%
O=C(CNS(=O)(=O)c1cccs1)N1CCC2(CC1)OCCO2	-3%	1.3	-6	4%	-17%	-3%	12%	-5%

Exported field by field: entries from further up
> CCCNC(=O)c1c(N)n(CC2CCCO2)c2nc3ccccc3nc12 (configuration not stated)
  Abeta yeast res: 25% | IL2 activator: -0.1 | PI5P4Ka inh: 6 | EPAC1 antag: -21% | FUS suppressor: ? | WRN inhibitor: -13% | EPAC1 agonist: -3% | PLK1 PBD inh: ?

> CN1[C@@H]2CC[C@H]1CC(OC(=O)C1C=Nc3ccccc31)C2 (some centres not stated)
  Abeta yeast res: -6% | IL2 activator: -0.4 | PI5P4Ka inh: 5 | EPAC1 antag: -18% | FUS suppressor: -28% | WRN inhibitor: -1% | EPAC1 agonist: -13% | PLK1 PBD inh: -16%

Later entries:
canonical_smiles	Abeta yeast res	IL2 activator	PI5P4Ka inh	EPAC1 antag	FUS suppressor	WRN inhibitor	EPAC1 agonist	PLK1 PBD inh
COc1ccccc1CN1CCCC(C(=O)c2ccccc2SC)C1 (configuration not stated)	15%	-0.1	-5	8%	14%	4%	-5%	-2%
O=C(O)CP(=O)(O)c1ccc(Cl)cc1	-8%	-4.0	1	19%	-13%	-26%[57.1 µM]	1%	-7%
O=C(C1CCCO1)N1CCC2(CC1)OCCO2 (configuration not stated)	2%	-0.7	nt	6%	8%	7%	-3%	3%
CC(NCc1cccc(Cl)c1Cl)C(O)c1ccccc1 (configuration not stated)	-8%	-4.9	1	-3%	14%	-10%	-2%	-8%
CC(=O)Nc1ccc(C=C2C(=O)NC(=O)NC2=O)cc1	-9%	-1.4	?	-8%	nt	?	3%	-29%
CC(C)c1onc(C(=O)N2CCC3(CC2)OCCO3)c1[N+](=O)[O-]	7%	-2.2	1	-15%	8%	-3%	-2%	-9%
CCC(Oc1cc(Cl)ccc1Cl)C(=O)N1CCC2(CC1)OCCO2 (configuration not stated)	4%	-4.0	3	4%	5%	12%	-6%	0%
FC(F)(F)c1ccc2c(c1)ncn2C1CCN(Cc2nnnn2C2CCCCC2)CC1	15%	-1.3	nt	-3%	?	-1%	-9%	3%
CCCN1CCC[C@@H]2Cc3nc(N)ncc3C[C@H]21	16%	0.4	4	-6%	-23%	-3%	7%	-6%
CC(=O)O[C@H]1CC[C@]2(C)C3CC[C@@]4(C)C(C[C@@H](O)[C@@H]4O)C3[C@@H](OC(C)=O)C[C@H]2C1 (some centres not stated)	4%	-0.2	2	5%	-16%	9%	-4%	-2%
Nc1ccc(C2(c3ccc(N)cc3)CCCCC2)cc1	-3%	-1.9	7	6%	25%	-2%	6%	-9%
Clc1ccc2c(N3CCNCC3)ccnc2c1	26%	-1.1	-2	-14%	6%	-1%	0%	-2%
O=C(Nc1ccc(F)cc1)N1CC2CC(C1)c1cccc(=O)n1C2 (configuration not stated)	-13%	1.3	-2	3%	-9%	7%	-2%	4%
COCCOC(=O)c1c(N)n(Cc2ccco2)c2nc3ccccc3nc12	3%	0.7	-10	11%	9%	-25%	12%	-16%
COc1cc(/C=C/[N+](=O)[O-])ccc1O	-85%[inhibitor]	-4.0	-20	-2%	-2%	-7%	4%	19µM*
COc1cccc(NP(=O)(Oc2ccc(Cl)cc2)Oc2ccc(Cl)cc2)c1	19%	-4.4	3	-23%	nt	-12%	3%	6%
COc1ccc(-n2c(=S)[nH]c3c(sc(=S)n3-c3ccccc3)c2=O)c(OC)c1	-26%	2.9	?	-18%	?	?	6%	2.4µM*
CC1(C)C2CC=C(CN3CCC(O)CC3)C1C2 (configuration not stated)	-4%	-0.3	nt	-14%	-1%	7%	2%	2%
Oc1ccccc1-[n+]1c(-c2ccccc2)cc(-c2ccccc2)c(O)c1-c1ccccc1	-7%	-0.7	-12	-4%	?	4%	-12%	-12%
CC1=C2[C@@H]3OC(=O)[C@H](C)C3CC[C@@]2(C)C=CC1=O (some centres not stated)	-15%	1.6	5	6%	-30%	4%	9%	-7%
CCN1CCN(Cc2nnnn2C(C)(C)C)CC1	12%	-0.1	2	15%	-28%	-16%[57.1 µM]	8%	-4%
COc1cccc(N2C(=O)/C(=C/c3ccc(C)o3)C(=O)NC2=S)c1	1%	-0.4	-59*	?	?	?	-3%	2.7µM*
CC1CN=C(NCc2ccccc2)S1 (configuration not stated)	6%	-1.7	-1	11%	-16%	1%	-3%	1%
O=C1C=CC2C3C(=O)N(c4ccccc4)C(=O)C3C1N2Cc1ccccc1 (configuration not stated)	-25%	-6.7	-6	-16%	nt	?	-3%	?
COC(=O)C1=C(c2ccc(F)cc2F)C[C@@H]2CC[C@H]1N2C(=O)NCCO	2%	-0.3	3	-1%	-17%	3%	-9%	-2%
C=CCn1c(CSc2ccccc2[N+](=O)[O-])n[nH]c1=S	3%	0.4	-74*	?	8%	40µM*	-9%	12µM*
Oc1ccccc1CN(CCc1ccccc1)Cc1ccccc1	10%	2.2	15	-11%	1%	-6%	-4%	6%
Nc1ccc(Br)cc1	-6%	0.8	3	5%	-28%	0%	1%	-11%
COc1ccc(OC)c(-n2c(O)c(/C=C3\C=Nc4ccccc43)c(=O)[nH]c2=O)c1	4%	0.6	-7	-10%	9%	-7%	3%	9.5µM*
CCC(=NCc1cccnc1)c1c(O)n(-c2ccccc2C)c(=O)[nH]c1=O	3%	-1.3	0	-8%	16%	4%	0%	2%
COc1ccc(OC)c(-n2c(O)c(/C=C3\C(C)=Nc4ccccc43)c(=O)[nH]c2=O)c1	23%	-1.1	-15	-13%	14%	-5%	4%	?
COc1ccccc1CC(=O)N1CCN(CCc2ccccc2)CC1	7%	-1.6	-6	-18%	4%	11%	-3%	-22%
COc1ccc2c(c1)C13CCCC[C@@H]1C(C2)N(C)CC3 (some centres not stated)	-14%	-0.3	3	3%	-29%	1%	-9%	-8%
CC(C)Oc1cccc(C(=O)C2CCCN(Cc3ccon3)C2)c1 (configuration not stated)	3%	-0.6	4	-5%	-6%	-11%	3%	-5%
CCCCCCn1c(=O)c(C(=O)Nc2c(C)n(C)n(-c3ccccc3)c2=O)c(O)c2ccccc21	-8%	-0.9	16	0%	-11%	-3%	4%	1%
CCC(=NCCO)c1c(O)n(C2CCCCC2)c(=O)[nH]c1=O	9%	-0.4	-4	10%	10%	4%	-1%	-1%
COc1ccc(C(O)(c2ccccc2)c2ccncc2)cc1 (configuration not stated)	0%	-4.8	-2	5%	nt	13%	-5%	3%
Cc1ccc2c(c1)C1CN(C)CCC1N2C(=O)Cn1nnc(-c2ccccc2F)n1 (configuration not stated)	2%	-2.7	3	11%	-11%	6%	-11%	-2%
C[C@]12CCC3C(C1CCC2=O)[C@H](O)C[C@H]1C[C@@H](O)CC[C@]31C (some centres not stated)	-1%	0.0	3	6%	7%	-13%	-4%	2%
O=C(O)C(Cc1cnc[nH]1)NS(=O)(=O)c1ccc(Br)cc1 (configuration not stated)	1%	4.4	15	-1%	-8%	2%	12%	-18%
CN1CCN(c2nc3ccccc3c(=O)n2-c2ccccc2)CC1	0%	-3.6	-7	-1%	0%	5%	-8%	3%
CN1C(=O)NC(=O)C(N=Nc2ccc(Cl)cc2)C1=O (configuration not stated)	-25%	-2.6	-17	7%	nt	6%	-5%	-8%
Cc1ccsc1C(=O)C1CCCN(Cc2cnn(C)c2)C1 (configuration not stated)	-11%	1.7	1	1%	38%	1%	16%	-6%
CCCN(CC#CCO)CCC	9%	-0.6	-3	-12%	-2%	1%	16%	3%
COCCNC(=O)N1[C@H]2CC[C@@H]1C(C(=O)OC)=C(c1cccc(C#N)c1)C2	0%	0.9	-1	1%	-25%	1%	-3%	-5%
Cc1ccc(S(=O)(=O)N2Cc3ccccc3-n3nncc3C2)cc1	-6%	0.7	-21	-2%	-14%	3%	-12%	-19%
CC(=O)NN1C(=O)c2ccccc2NC1c1cccnc1 (configuration not stated)	-2%	1.2	-4	-22%	-29%	5%	7%	-8%
CC12Nc3ccccc3C(=O)N1Cc1cnnn1-c1ccccc12 (configuration not stated)	-3%	1.3	-3	2%	4%	-2%	-7%	7%
COc1cc2c(cc1OC)CC[N+](C)=C2	-11%	-0.5	10	2%	-7%	-5%	17%	-3%
O=C(c1ccccc1F)N1C[C@H]2C[C@@H](C1)c1cccc(=O)n1C2	14%	0.7	0	-14%	-18%	-13%	-8%	-4%

(list continues)
canonical_smiles	Abeta yeast res	IL2 activator	PI5P4Ka inh	EPAC1 antag	FUS suppressor	WRN inhibitor	EPAC1 agonist	PLK1 PBD inh
O=C(c1cc2c(s1)-c1ccccc1OC2)N1CCC2(CC1)OCCO2	-13%	0.6	nt	3%	16%	6%	13%	-4%
COc1ccc(CN2CCN(Cc3ccccc3)CC2)c(OC)c1	-10%	-0.3	nt	-10%	?	-2%	9%	-10%
CC(C)CCn1c(N)c(C(=O)NCc2cccs2)c2nc3ccccc3nc21	8%	-2.0	nt	-6%	-24%	-7%	3%	3%
COc1ccc2c(c1OC)C(=O)O[C@@H]2[C@H]1c2cc3c(cc2CCN1C)OCO3	-2%	0.0	-1	21%	-40%	7%	-18%	0%

Only part of the results is shown. The share of hits here may be higher or lower than overall.
